Assay outcomes as filed in PubChem.
Mtb BioA inh = blocks M. tuberculosis BioA enzyme activity; purified M. tuberculosis BioA enzyme, plate reader; 360,000 compounds, 0.096% hits; inhibition, % at 9.99 µM; AID 602481; in the data active means inhibition above about 40%
* hit, by the source's call. Only part of the results is shown, so the mix of outcomes need not match the whole.

smiles	Mtb BioA inh
C[C@@H]1CN([C@@H](C)CO)C(=O)c2cc(/C=C/c3ccccc3)cnc2O[C@@H]1CN(C)Cc1cccnc1	4.5
C[C@H](CO)N1C[C@H](C)[C@@H](CN(C)Cc2ccc(C(=O)Nc3ccccc3N)cc2)OCc2cn(nn2)CCCC1=O	0.1
Cc1ccccc1S(=O)(=O)N1C[C@H](O)COC[C@H]2O[C@@H](CC(=O)O)CC[C@@H]21	-1.5
C[C@@H]1CN([C@H](C)CO)C(=O)c2cccc(NC(=O)c3ccno3)c2O[C@H]1CN(C)S(=O)(=O)c1cccs1	-3.9
COc1ccc(NC(=O)N2CCCCN3[C@@H](CO)[C@@H](c4ccc(C#Cc5ccccc5)cc4)[C@@H]3C2)cc1	6.6
CO[C@H]1CN(C)C(=O)c2ccc(NC(=O)C3CC3)cc2OC[C@H](C)N(CCC(F)(F)F)C[C@H]1C	4.4
Cc1nn(C)cc1NC(=O)C[C@H]1CC[C@@H]2[C@@H](COc3ccc(NC(=O)NC(C)C)cc3C(=O)N2C)O1	11.6
C[C@@H]1CN([C@H](C)CO)C(=O)c2cc(C#Cc3ccccc3F)cnc2O[C@H]1CN(C)C(=O)C1CCCCC1	2.8
C[C@@H]1CCCCO[C@@H](CN(C)C(=O)Cc2ccccc2)[C@H](C)CN([C@@H](C)CO)C(=O)c2cc(NC(=O)Nc3cccc4ccccc34)ccc2O1	-1.5
C[C@@H]1CN([C@H](C)CO)C(=O)c2cc(NC(=O)Nc3ccc4c(c3)OCO4)ccc2O[C@@H](C)CCCCO[C@H]1CN(C)Cc1ccc2c(c1)OCO2	-0.3
COc1ccc([Si](C)(C)[C@H]2[C@H](CCO)O[C@@]3(C(=O)N(Cc4cccc(NC(C)=O)c4)c4ccccc43)[C@@H]2C)cc1	-1.4
C[C@@H]1CN([C@@H](C)CO)C(=O)c2cc(N(C)C)ccc2O[C@@H]1CN(C)S(=O)(=O)c1cccs1	-0.4
COCC(=O)N1[C@H](C#N)[C@H](c2ccc(C3=CCCCC3)cc2)[C@H]1CO	0.3
N#C[C@@H]1[C@H](c2ccc(C#Cc3ccc(F)cc3)cc2)[C@@H](CO)N1C(=O)C1CC1	0.0
Cc1noc(C)c1NC(=O)Nc1ccc2c(c1)C(=O)N([C@@H](C)CO)C[C@@H](C)[C@@H](CN(C)S(C)(=O)=O)OCCCC[C@@H](C)O2	-1.0

New compounds follow
smiles	Mtb BioA inh
C[C@@H]1CN([C@@H](C)CO)S(=O)(=O)c2ccc(C#C[C@@H](C)O)cc2O[C@H]1CN(C)CC1CC1	-0.4
Cc1noc(C)c1S(=O)(=O)Nc1ccc2c(c1)C(=O)N([C@@H](C)CO)C[C@@H](C)[C@@H](CN(C)Cc1ccncc1)OCCCC[C@@H](C)O2	0.2
COc1ccc(S(=O)(=O)N[C@H]2CC[C@@H](CCNC(=O)CN3CCOCC3)O[C@@H]2CO)cc1	0.0
O=C(C1CCOCC1)N1C[C@H]2[C@@H](c3ccccc31)[C@@H](CO)N2C(=O)Cc1ccccn1	-3.5
COc1ccccc1CNC(=O)C[C@H]1C=C[C@@H](NC(=O)CN(C)C)[C@H](CO)O1	-0.5
O=C(Cc1ccccc1)N1CC[C@@H]2[C@H]1c1cc(-c3ccccc3F)ccc1N[C@@H]2CO	-11.2
COc1ccc(NC(=O)Nc2ccc3c(c2)C(=O)N([C@@H](C)CO)C[C@@H](C)[C@H](CN(C)CC2CCCCC2)OCCCC[C@H](C)O3)cc1	-0.5
C[C@@H]1CN([C@H](C)CO)C(=O)CCCn2nncc2CO[C@@H]1CN(C)CC1CCCC1	-3.2
CCCN(C)C[C@@H]1Oc2cc(/C=C/c3ccccc3)ccc2S(=O)(=O)N([C@H](C)CO)C[C@@H]1C	0.8
C[C@@H]1CN([C@H](C)CO)C(=O)Cc2cc(NC(=O)Cc3ccccc3)ccc2O[C@@H]1CN(C)S(=O)(=O)c1cccs1	-6.3
CO[C@@H]1CN(C)C(=O)c2cc(NC(=O)C3CCCC3)ccc2OC[C@@H](C)N(CCC(F)(F)F)C[C@@H]1C	2.4
C[C@H](CO)N1C[C@H](C)[C@@H](CN(C)Cc2ccc(C(=O)O)cc2)Oc2c(NC(=O)Nc3ccc(F)cc3)cccc2C1=O	-0.2
COc1ccc(CN(C)C[C@H]2Oc3ccc(NS(=O)(=O)c4cn(C)cn4)cc3C(=O)N([C@H](C)CO)C[C@H]2C)cc1	1.5
O=C(Nc1nccs1)[C@@H]1[C@@H](CO)[C@@H]2Cn3c(ccc(-c4cccnc4)c3=O)[C@@H]2N1CC1CCCC1	14.6
C[C@H](CO)N1C[C@H](C)[C@@H](CN(C)C(=O)Nc2ccc(F)cc2)Oc2c(NC(=O)Nc3ccc4c(c3)OCO4)cccc2C1=O	-0.9

Continuation.
smiles	Mtb BioA inh
C[C@H]1CN([C@@H](C)CO)C(=O)c2cccc(NS(=O)(=O)c3ccc(F)cc3)c2O[C@H]1CN(C)S(=O)(=O)c1ccc(Cl)cc1	1.1
C[C@H](CO)N1C[C@H](C)[C@H](CN(C)Cc2ccc3c(c2)OCO3)Oc2ccc(NC(=O)CCN3CCOCC3)cc2C1=O	0.0
COc1ccc(CN(C)C[C@H]2Oc3ccc(NS(=O)(=O)c4ccc(OC)cc4)cc3C(=O)N([C@H](C)CO)C[C@H]2C)cc1	-1.4
O=C(C[C@H]1C=C[C@@H](NC(=O)Cc2cccnc2)[C@@H](CO)O1)Nc1ccccc1	-2.5
C[C@H](CO)N1C[C@H](C)[C@@H](CN(C)C(=O)Nc2ccc(C(F)(F)F)cc2)Oc2ccc(NS(=O)(=O)c3cccs3)cc2CC1=O	-1.1
O=C(C[C@@H]1CC[C@H](NC(=O)NC2CCCC2)[C@@H](CO)O1)NCc1ccc(F)cc1	-2.5
C[C@H]1CN([C@@H](C)CO)C(=O)c2cccc(NC(=O)C3CCOCC3)c2O[C@H]1CN(C)CC1CC1	-0.8
CO[C@H](CN(C)Cc1cc(F)ccc1F)[C@H](C)CN(C(=O)Nc1ccc(C(F)(F)F)cc1)[C@@H](C)CO	1.5
Cc1ccccc1S(=O)(=O)NCC[C@@H]1CC[C@H](NC(=O)C2CC2)[C@H](CO)O1	-1.5
C/C=C/c1ccc([C@@H]2[C@H](CO)N(C(C)=O)[C@H]2CNC(=O)c2ccccc2)cc1	3.4
CCCC(=O)Nc1ccc2c(c1)C(=O)N(C)C[C@H](OC)[C@H](C)CN(Cc1ccc(-c3ccccn3)cc1)[C@H](C)CO2	2.2
CNC[C@@H]1Oc2c(NC(=O)Nc3ccc4c(c3)OCO4)cccc2C(=O)N([C@@H](C)CO)C[C@H]1C	1.0
COc1ccc(S(=O)(=O)N(C)C[C@@H]2Oc3ccc(NC(=O)CCC(F)(F)F)cc3C(=O)N([C@H](C)CO)C[C@@H]2C)cc1	1.7
C[C@@H]1CN([C@H](C)CO)S(=O)(=O)c2ccc(C#Cc3ccccn3)cc2O[C@@H]1CN(C)C	-1.4
CCCNC(=O)Nc1ccc2c(c1)C(=O)N(C)[C@H]1CC[C@@H](CC(=O)NC)O[C@@H]1CO2	-1.4

(cont.)
smiles	Mtb BioA inh
C[C@@H]1CCCCO[C@@H](CN(C)S(=O)(=O)c2ccc(F)cc2)[C@@H](C)CN([C@@H](C)CO)C(=O)c2cc(NC(=O)Cc3ccccc3)ccc2O1	-1.6
COc1ccc(CN(C)C[C@@H]2Oc3ccc(NC(=O)c4ccncc4)cc3C(=O)N([C@@H](C)CO)C[C@H]2C)cc1	-5.3
C[C@@H]1CN([C@@H](C)CO)C(=O)c2cc(NS(=O)(=O)c3cccs3)ccc2O[C@@H](C)CCCCO[C@H]1CN(C)S(=O)(=O)c1ccccc1	-0.3
C[C@H](CO)N1C[C@H](C)[C@H](CN(C)C(=O)Nc2ccccc2F)Oc2ncc(/C=C/c3ccccc3)cc2C1=O	7.7
COc1ccccc1C#Cc1ccc2c(c1)O[C@@H](CN(C)C(C)=O)[C@H](C)CN([C@H](C)CO)S2(=O)=O	2.3
C[C@H](CO)N1C[C@H](C)[C@@H](CN(C)Cc2ccccc2C(F)(F)F)OCc2cn(nn2)CCCC1=O	-0.7
C[C@H](CO)N1C[C@H](C)[C@@H](CN(C)C)Oc2ccc(NC(=O)Cn3cnnn3)cc2CC1=O	1.7
C[C@@H]1CCCCO[C@@H](CN(C)S(=O)(=O)c2cccs2)[C@H](C)CN([C@H](C)CO)C(=O)c2cc(NC(=O)Nc3ccc(C(F)(F)F)cc3)ccc2O1	-2.7
C[C@H]1CN([C@@H](C)CO)C(=O)c2cccc(NC(=O)Nc3cccc4ccccc34)c2O[C@H]1CN(C)C(=O)Nc1ccccc1	-2.1
CCC(=O)N1CCCCN2[C@H](C1)[C@H](c1ccc(-c3cccnc3)cc1)[C@@H]2CO	1.0
Cc1noc(C)c1NC(=O)N(C)C[C@H]1OCCCC[C@@H](C)Oc2ccc(NS(=O)(=O)c3cccs3)cc2C(=O)N([C@@H](C)CO)C[C@H]1C	-2.3
COc1ccccc1NC(=O)Nc1ccc2c(c1)C(=O)N(C)C[C@@H](OC)[C@@H](C)CN(C)[C@@H](C)CO2	1.0
C[C@@H]1CN([C@H](C)CO)C(=O)c2cc(NC(=O)Nc3ccc(F)cc3)ccc2O[C@@H]1CN(C)Cc1ccccc1	-2.3
O=C(Cc1ccncc1)NCC[C@H]1CC[C@H](NC(=O)Nc2ccc(Cl)cc2)[C@@H](CO)O1	-0.6
COCC(=O)Nc1ccc2c(c1)C(=O)N(C)[C@@H]1CC[C@@H](CC(=O)NCc3cccc(F)c3)O[C@H]1CO2	-2.1

An excerpt of the results above:
smiles	Mtb BioA inh
C[C@@H]1CN([C@@H](C)CO)C(=O)c2cc(/C=C/c3ccccc3)cnc2O[C@@H]1CN(C)Cc1cccnc1	4.5
C[C@H](CO)N1C[C@H](C)[C@@H](CN(C)Cc2ccc(C(=O)Nc3ccccc3N)cc2)OCc2cn(nn2)CCCC1=O	0.1
Cc1ccccc1S(=O)(=O)N1C[C@H](O)COC[C@H]2O[C@@H](CC(=O)O)CC[C@@H]21	-1.5
C[C@@H]1CN([C@H](C)CO)C(=O)c2cccc(NC(=O)c3ccno3)c2O[C@H]1CN(C)S(=O)(=O)c1cccs1	-3.9
COc1ccc(NC(=O)N2CCCCN3[C@@H](CO)[C@@H](c4ccc(C#Cc5ccccc5)cc4)[C@@H]3C2)cc1	6.6
CO[C@H]1CN(C)C(=O)c2ccc(NC(=O)C3CC3)cc2OC[C@H](C)N(CCC(F)(F)F)C[C@H]1C	4.4
Cc1nn(C)cc1NC(=O)C[C@H]1CC[C@@H]2[C@@H](COc3ccc(NC(=O)NC(C)C)cc3C(=O)N2C)O1	11.6
C[C@@H]1CN([C@H](C)CO)C(=O)c2cc(C#Cc3ccccc3F)cnc2O[C@H]1CN(C)C(=O)C1CCCCC1	2.8
C[C@@H]1CCCCO[C@@H](CN(C)C(=O)Cc2ccccc2)[C@H](C)CN([C@@H](C)CO)C(=O)c2cc(NC(=O)Nc3cccc4ccccc34)ccc2O1	-1.5

Next part
smiles	Mtb BioA inh
C[C@@H]1CCCCO[C@H](CN(C)C(=O)Nc2cccc3ccccc23)[C@@H](C)CN([C@H](C)CO)C(=O)c2cc(NS(=O)(=O)c3ccc(Cl)cc3)ccc2O1	-0.1
COCC(=O)N1CCCCN2[C@@H](CO)[C@@H](c3ccc(-c4ccccc4)cc3)[C@@H]2C1	1.4
CN1C(=O)c2cc(NC(=O)c3cccc(C(F)(F)F)c3)ccc2OC[C@@H]2O[C@H](CC(=O)O)CC[C@@H]21	0.5
COc1ccc(NC(=O)Nc2ccc3c(c2)C(=O)N([C@H](C)CO)C[C@@H](C)[C@H](CN(C)CC2CC2)OCCCC[C@@H](C)O3)cc1	0.6
COc1ccc(NC(=O)Nc2ccc3c(c2)C(=O)N([C@H](C)CO)C[C@H](C)[C@@H](CN(C)S(=O)(=O)c2ccc(OC)cc2)OCCCC[C@@H](C)O3)cc1	-2.2
O=C(C[C@H]1C[C@@H]2c3cc(NC(=O)c4ccc5c(c4)OCO5)ccc3O[C@@H]2[C@H](CO)O1)NCCN1CCCCC1	-1.0
CCC(=O)N1C[C@H](C)[C@H](OC)CN(C)C(=O)c2ccc(NC(=O)Nc3ccc(Cl)cc3)cc2OC[C@H]1C	1.0
Cc1noc(C)c1NC(=O)Nc1ccc2c(c1)C(=O)N([C@H](C)CO)C[C@@H](C)[C@H](CN(C)S(=O)(=O)c1cccs1)O2	1.4
C[C@@H]1CN([C@H](C)CO)C(=O)Cc2cc(NC(=O)Cn3cnnn3)ccc2O[C@H]1CN(C)Cc1ccc(C(F)(F)F)cc1	8.2
C[C@H](CO)N1C[C@H](C)[C@H](CN(C)Cc2ccccn2)Oc2ncc(C#CCc3ccccc3)cc2C1=O	0.4
COc1ccc(NC(=O)Nc2ccc3c(c2)C(=O)N([C@H](C)CO)C[C@@H](C)[C@H](CN(C)S(=O)(=O)c2cccs2)OCCCC[C@@H](C)O3)cc1	5.8
O=C(NC1CCC1)[C@H]1[C@H](CO)[C@H]2Cn3c(ccc(C4=CCCCC4)c3=O)[C@H]2N1C(=O)C1CCOCC1	-1.6
C[C@H]1CN([C@@H](C)CO)C(=O)c2cc(-c3ccc(F)cc3)cnc2O[C@H]1CN(C)C(=O)c1ccc(F)cc1	-1.2
C[C@H](CO)N1C[C@H](C)[C@H](CN(C)Cc2ccc(C(F)(F)F)cc2)Oc2ccc(NC(=O)Nc3cccc4ccccc34)cc2CC1=O	2.0
COc1ccc(NC(=O)Nc2ccc3c(c2)CC(=O)N([C@H](C)CO)C[C@H](C)[C@H](CN(C)CC2CCCCC2)O3)cc1	11.1

New compounds follow:
smiles	Mtb BioA inh
N#C[C@@H]1[C@@H](c2ccc(-c3cncnc3)cc2)[C@H](CO)N1C(=O)C1CCOCC1	-0.7
Cc1noc(C)c1NC(=O)N[C@@H]1C=C[C@H](CC(=O)N2CCN(C)CC2)O[C@@H]1CO	2.4
C[C@@H]1CN([C@@H](C)CO)C(=O)c2cc(C#CCC3CCCC3)cnc2O[C@H]1CN(C)S(=O)(=O)c1cccs1	-4.8
C[C@H](CO)N1C[C@H](C)[C@H](CN(C)CC2CC2)Oc2ncc(-c3ccc(F)cc3)cc2C1=O	-0.6
